Bioassay records (PubChem BioAssay)
TNAP act hiacc: TNAP activators at high phosphate acceptor level, primary screen, biochemical, luminescence, uHTS; Alkaline phosphatase, tissue-nonspecific isozyme (Homo sapiens), P05186; purified TNAP, CDP-star luminescence, 1 M DEA, 30 min; hits give high values; 0 = EDTA background, 1 = DMSO-only activity; activation factor at 20 µM; 200,000 tested, under 10 active;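 active = activation factor at least 2 at 20 µM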
Target sequence (P05186 whole entry, looked up): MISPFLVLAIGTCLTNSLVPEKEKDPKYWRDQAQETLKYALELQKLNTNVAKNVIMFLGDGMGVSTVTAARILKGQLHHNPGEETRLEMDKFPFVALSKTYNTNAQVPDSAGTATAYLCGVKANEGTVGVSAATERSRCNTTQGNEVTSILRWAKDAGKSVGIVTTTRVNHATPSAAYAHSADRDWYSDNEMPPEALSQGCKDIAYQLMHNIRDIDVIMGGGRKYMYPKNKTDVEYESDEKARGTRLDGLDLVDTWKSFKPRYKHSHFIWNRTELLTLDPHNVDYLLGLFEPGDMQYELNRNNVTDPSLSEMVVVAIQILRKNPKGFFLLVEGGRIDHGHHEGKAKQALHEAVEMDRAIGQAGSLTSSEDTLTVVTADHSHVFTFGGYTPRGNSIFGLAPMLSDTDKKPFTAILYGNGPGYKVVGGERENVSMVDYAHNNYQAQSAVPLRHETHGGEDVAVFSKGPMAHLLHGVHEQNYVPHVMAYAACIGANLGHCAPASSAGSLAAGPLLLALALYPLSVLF
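Measured by: Luminescent substrate turnover signal | Test system: Human TNAP | Input: TNAP 1/800 final | Dosing: 20 µM single point | Schedule: 30 min, room temperature | Controls: EDTA wells as negative control, DMSO wells as positive control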
bIAP act: bovine intestinal alkaline phosphatase activators, primary screen, biochemical, bovine IAP, CDP-star luminescence. activation factor at 20 µM. alkaline phosphatase, intestinal [Bos taurus]. 200,000 tested, 0.17% active. AID 1016, 2008. purified bovine IAP, 30 min; hits give high values; fold of DMSO-control signal, blank-subtracted;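 active = activation factor of 2 or more at 20 µM, a signal rise over negative controls twice the positive control's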
PMI act hi M6P: human PMI activators, high substrate, primary screen, biochemical, fluorescence intensity, near-saturating mannose 6-phosphate | Mannose-6-phosphate isomerase (Homo sapiens), P34949 | coupled PMI enzyme assay, resazurin fluorescence, 20 min; hits give high values; 1 = untreated enzyme, 0 = substrate-free blank | activation factor at 20 µM | 190,000 tested, 0.34% active | AID 1216, 2008;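 active = activation factor of 2 or more at 20 µM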
Target sequence (P34949 whole entry, looked up): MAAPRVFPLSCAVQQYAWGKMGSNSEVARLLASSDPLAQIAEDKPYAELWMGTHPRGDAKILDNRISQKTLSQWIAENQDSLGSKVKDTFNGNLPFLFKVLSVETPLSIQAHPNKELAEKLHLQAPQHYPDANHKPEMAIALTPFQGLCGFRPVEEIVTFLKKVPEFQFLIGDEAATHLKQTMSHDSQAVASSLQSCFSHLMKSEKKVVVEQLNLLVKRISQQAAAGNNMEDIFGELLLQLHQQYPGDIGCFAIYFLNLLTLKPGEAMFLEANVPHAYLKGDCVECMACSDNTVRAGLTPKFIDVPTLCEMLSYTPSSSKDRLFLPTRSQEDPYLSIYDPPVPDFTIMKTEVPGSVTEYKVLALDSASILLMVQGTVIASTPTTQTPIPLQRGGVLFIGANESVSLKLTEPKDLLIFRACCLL
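Test system: human phosphomannose isomerase with PGI, G6PDH, diaphorase coupling enzymes; Amount: PMI at 15 ng/mL final; Reagent: Mannose-6-phosphate 1.0 mM (near-saturating) plus 0.22 mM NADP+; Timing: 20 min, room temperature; Technique: resorufin fluorescence at Ex 544/Em 590 nm; Dosing: 20 µM single dose.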
Diaph act CS: compounds boosting diaphorase resazurin reduction – biochemical, uHTS, resorufin fluorescence, counter-screen for diaphorase-coupled primary assays, primary screen | Diaphorase/resazurin coupled assay, 16 min; hits give high values; 1 = vehicle wells, 0 = NADH-free wells | AID 1229, 2008 | 190,000 tested, 0.005% active | activation factor at 20 µM;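 active = diaphorase activity raised at least twofold by the compound at 20 µM; inactive = activation factor below 2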
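Material: Clostridium kluyveri diaphorase, purified enzyme; Quantity: enzyme 0.07 U/mL final; Medium: HEPES pH 7.4 buffer with MgCl2 and Tween 20; Dosing: single compound dose of 20 µM, 1% DMSO final; Schedule: 16 min reaction at room temperature; Measured by: red resorufin fluorescence at 544/590 nm excitation/emission.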
Diaph inh CS: diaphorase inhibitors and chemical oxidizers, primary screen, counter-screen for diaphorase-coupled primary assays, biochemical, uHTS, resorufin fluorescence; 190,000 tested, 0.69% active; diaphorase resazurin-to-resorufin fluorescence, NADH, 16 min; bacterial (C. kluyveri) enzyme, not human; inhibition, % at 20 µM;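 active = primary screen inhibition at 20 µM above a set limit, cut at about 50% in these data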;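 also: plate controls were DMSO with full reaction for no effect and wells lacking NADH for full effect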
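System: Bacterial diaphorase enzyme (C. kluyveri) | Incubation: 16-min room-temperature incubation before reading | Benchmarks: No-NADH positive control and DMSO neutral control | Measured by: Resorufin fluorescence 544/590 nm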
bIAP inh: bovine intestinal alkaline phosphatase inhibitors, primary screen, selectivity assay for TNAP inhibitor project, biochemical, bovine IAP, CDP-star luminescence | alkaline phosphatase, intestinal [Bos taurus] | purified bovine IAP, 30 min | inhibition, % at 20 µM | 190,000 tested, under 10 active | AID 1019, 2008;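 active = over 50% inhibition of intestinal alkaline phosphatase at 20 µM in the single-dose screen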
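test system = bovine IAP enzyme | medium = DEA buffer 100 mM, pH 9.8, with MgCl2 1.0 mM, ZnCl2 0.02 mM | detection = luminescence | dosing = single compound dose of 20 µM, 2% DMSO final | incubation = 30 min reaction at room temperature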
PMI activator: activators of human PMI, primary screen, biochemical, fluorescence intensity, near-Km mannose 6-phosphate; Mannose-6-phosphate isomerase (Homo sapiens), P34949; purified human PMI, coupled resazurin fluorescence, 20 min; hits give high values; 1 = vehicle control, 0 substrate-free wells; 190,000 tested, 0.005% active; activation factor at 20 µM; AID 1214, 2008;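 active = activation factor of 2 or more at 20 µM, relative to plate controls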
TNAP inh no acc: human TNAP enzyme inhibitors, primary screen, biochemical, luminescent, no phosphate acceptor, uHTS; purified TNAP, CDP-star luminescence, 30 min; inhibition, % at 20 µM; 200,000 tested, 0.26% active;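 active = tissue-nonspecific alkaline phosphatase inhibition above about 50% at 20 µM in the single-dose screen, limit read from the data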;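 also: 0% = DMSO negative control and 100% = EDTA positive control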
TNAP inh hiacc: human TNAP enzyme inhibitors, primary screen, biochemical, luminescent, high phosphate acceptor level, uHTS; purified TNAP, CDP-star luminescence, 1 M DEA; 200,000 tested, 0.03% active; inhibition, % at 20 µM;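 active = over 50% inhibition of tissue-nonspecific alkaline phosphatase at 20 µM in the single-dose screen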;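 also: plate controls were DMSO wells for no effect and EDTA-quenched wells as full inhibition for full effect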
L major viab: Leishmania major promastigote growth inhibition, primary screen; Leishmania major promastigotes, resazurin fluorescence viability; inhibition, % at 10 µM; 200,000 tested, 9% active; in the data active = inhibition above about 50%;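 also: promastigotes grown with compound for 44 hours at 28 °C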
An asterisk follows results filed as active; x = not tested or not shown; & = joins results of further samples. Only part of the results is shown; the hit share may differ from the screen's.

nr	Molecule	PMI act hi M6P	Diaph inh CS	bIAP inh	bIAP act	PMI activator	Diaph act CS	TNAP inh hiacc	L major viab	TNAP inh no acc	TNAP act hiacc
1	CC(C)n1nnnc1CN1CCN(C)CC1	1	12	-1	1	0.9	0.9	-3	-7	-7	1
2	CCC(=NCc1ccco1)c1c(O)n(-c2ccccc2)c(=O)[nH]c1=O	1	5	14	0.9	1	1	-3	-1	-13	1
3	O=C(CN1CCOCC1)c1cccc2ccccc12	1.6	24	8	0.9	1.1	0.8	-1	-7	-10	1
4	N#CCCn1cc(C(=O)Nc2ccc([N+](=O)[O-])cc2)c(-c2ccc3c(c2)OCCO3)n1	0.9	14	17	0.8	0.8	0.9	0	21	4	1
5	CCCSP1(=S)NCCCO1 (stereo not given)	0.9	20	1	1	0.9	0.8	-1	0	-4	1
6	CCCC(C)C1C(C#N)=C(N)Oc2c1c(=O)oc1ccccc21 (stereo not given)	1	-3	3	1	1	1	-6	0	-8	1.1
7	CCOC(=O)CSCCOc1ccc(C=C2C(=O)NC(=O)NC2=O)cc1OC	1.1	-5	-16	1.2	1.1	1.1	-6	6	-14	1.1
8	COc1ccc(CCNCc2ccc(C)s2)cc1OC	1	10	-11	1.1	1.1	0.9	0	-1	-9	1

The list goes on.
nr	Molecule	PMI act hi M6P	Diaph inh CS	bIAP inh	bIAP act	PMI activator	Diaph act CS	TNAP inh hiacc	L major viab	TNAP inh no acc	TNAP act hiacc
9	COc1ccc(C(=O)C2CCCN(Cc3ccc(C)s3)C2)c(OC)c1 (stereo not given)	1	7	16	0.8	1	0.9	-7	80*	-11	1.1
10	Cc1ccnc(-n2c(-c3ccccc3)nc3ccccc3c2=O)c1	0.8	18	11	0.9	0.8	0.8	-2	-8	-15	1
11	COc1ccc(C(CC(=O)N2CCC3(CC2)OCCO3)NS(=O)(=O)c2ccc(C)cc2)cc1 (stereo not given)	0.9	-3	-13	1.1	1	1	-2	-5	-6	1
12	O=c1[nH]c(=O)n(-c2cccc(Cl)c2)c(O)c1/C=N/c1ccccn1	0.9	9	8	0.9	1.1	0.9	-5	-6	-28	1
13	CC(=O)N(C1=NCCCS1)c1ccc(Cl)cc1	1	-3	-2	1	1	1	-1	96*	-7	1
14	O=C(NC(Cc1ccccc1)C(=O)N1CCC2(CC1)OCCO2)C1CCCCC1 (stereo not given)	1.1	2	4	1	1.2	1	-2	-5	3	1
15	CC(C)C(=O)N1CCN(CCN=Cc2c(O)n(C)c(=O)n(C)c2=O)CC1	1.4	10	1	1	1.2	0.9	0	-3	5	1
16	COC(=O)CC1=C(C(=O)OC)C2(C(=O)N(C)c3ccccc32)C(C#N)=C(N)O1 (stereo not given)	0.8	26	0	1	0.9	0.7	-4	-2	0	1

The list goes on:
nr	Molecule	PMI act hi M6P	Diaph inh CS	bIAP inh	bIAP act	PMI activator	Diaph act CS	TNAP inh hiacc	L major viab	TNAP inh no acc	TNAP act hiacc
17	N/C(=N\[N+](=O)[O-])N/N=C/c1ccc(O)cc1	1	7	-2	1	1	0.9	0	-1	-9	1
18	Cc1nn(Cc2ccccc2)c(Cl)c1C(=O)Nc1ccc(OC(F)(F)F)cc1	1	21	14	0.9	0.8	0.8	-3	2	-7	1
19	Nc1ccccc1C(=O)c1ccccc1	0.8	23	1	1	0.9	0.8	-3	-10	-4	1
20	CCOC(=O)C1(CCOc2ccccc2)CCN(Cc2ccc(C)s2)CC1	0.9	7	-4	1	0.9	0.9	-4	81*	-3	1
21	Cc1cc(/C=C2\C(=O)NC(=O)N(Cc3ccco3)C2=O)c(C)n1-c1ccc(O)cc1	0.7	44	12	0.9	0.9	0.6	2	1	8	1
22	CCOC(=O)C1(Cc2ccc(Cl)cc2)CCN(C(C)CCn2cccn2)CC1 (stereo not given)	0.9	23	-13	1.1	0.9	0.8	-10	81*	-8	1.1
23	C=CCn1c(O)c(C(C)=NCc2cc(OC)cc(OC)c2)c(=O)[nH]c1=O	1	2	-14	1.1	1.1	1	-2	10	-11	1
24	COc1cccc(-c2cc(C(F)(F)F)n3nc(C(=O)N4CCC5(CC4)OCCO5)cc3n2)c1	0.9	8	5	1	1	0.9	2	12	-6	1

New compounds follow.
nr	Molecule	PMI act hi M6P	Diaph inh CS	bIAP inh	bIAP act	PMI activator	Diaph act CS	TNAP inh hiacc	L major viab	TNAP inh no acc	TNAP act hiacc
25	CC(=O)OC1(c2ccccc2)CC(C(C)(C)C)CN(C(C)(C)C)C1 (stereo not given)	1.1	2	23	0.8	1.1	1	0	-4	5	1
26	CN(C)[C@@H]1C(=O)C(C(N)=O)=C(O)[C@@]2(O)C(=O)C3=C(O)c4c(O)cccc4[C@@](C)(O)[C@H]3[C@H](O)[C@@H]12	0.5	46	14	0.9	0.9	0.5	3	-2	-2	1
27	CC(C)(C)c1ccc(CN2C(=O)CN=C(c3ccccc3)c3ccccc32)cc1	1	-4	8	0.9	0.9	1	7	97*	7	0.9
28	S=C=Nc1ccccn1	1	7	-10	1.1	1.1	0.9	-6	-4	-24	1.1
29	CCCCn1c(O)c(C(C)=NCCN2CCCCC2)c(=O)[nH]c1=O	1	24	-2	1	1.1	0.8	-1	3	-7	1
30	O=c1[nH]c(=S)n(-c2ccccc2F)c(O)c1C=NCc1ccco1	0.9	17	15	0.8	1	0.8	-6	-3	-3	1.1
31	CCN(CC)CCCC(C)N=C(c1ccccc1)c1c(O)n(C)c(=O)n(C)c1=O (stereo not given)	1	6	-3	1	1.1	0.9	-7	95*	-15	1.1
32	Cc1ccccc1-n1c(O)c(/C=N/c2nccs2)c(=O)[nH]c1=O	1.3&1.1	12&2	-1&9	1&0.9	1.3&1.1	0.9&1	-3&-2	1&-2	33&39	1&1

Next entries
nr	Molecule	PMI act hi M6P	Diaph inh CS	bIAP inh	bIAP act	PMI activator	Diaph act CS	TNAP inh hiacc	L major viab	TNAP inh no acc	TNAP act hiacc
33	C=CCn1c(O)c(C(C)=NCCC(c2ccccc2)c2ccccc2)c(=O)[nH]c1=O	1	16	15	0.8	0.9	0.8	-3	10	-1	1
34	Nc1nonc1C(=O)N/N=C/c1ccc([N+](=O)[O-])o1	0.8	49	4	1	1.3	0.5	8	83*	7	0.9
35	COc1cc(/C=C2\C(=O)NC(=O)N(c3ccccc3)C2=O)cc(OC)c1O	0.9	28	19	0.8	0.8	0.7	0	-2	43	1
36	CCOC(=O)[C@@]1(C#N)C(c2ccc(Cl)c(Cl)c2)[C@H](C(N)=O)N2C=C(C(C)=O)C=C[C@H]21 (stereo not given in full)	0.8	24	5	0.9	1	0.8	-5	-8	-4	1
37	CCOc1ccc(-n2c(O)c(C=NCCN(CC)CC)c(=O)[nH]c2=O)cc1	0.9	14	3	1	0.8	0.9	2	-2	-8	1
38	Cc1ccc(N/N=C/c2c(O)n(-c3ccccc3)c(=O)[nH]c2=O)cc1	2.5*	18	-5	1	1.6	0.8	-2	92*	-8	1
39	O=C(c1cn(Cc2ccccc2)c2ccccc12)N1CCCCC1	0.9	-8	-8	1.1	1	1.1	-4	11	-10	1
40	CCNC(=O)[C@H]1O[C@@H](n2cnc3c(N)ncnc32)[C@H](O)[C@@H]1O	1	-45	14	0.9	1	1.5	-7	x	-13	1.1

More structures.
nr	Molecule	PMI act hi M6P	Diaph inh CS	bIAP inh	bIAP act	PMI activator	Diaph act CS	TNAP inh hiacc	L major viab	TNAP inh no acc	TNAP act hiacc
41	CC(NC(=O)Cc1cccc2ccccc12)C(=O)N1CCC(=O)CC1 (stereo not given)	1.1	6	7	0.9	1.1	0.9	-4	-2	-12	1
42	Cc1nnc(SCc2nc3ccccc3c(=O)n2-c2ccccc2Cl)n1N	1.1	20	-1	1	1	0.8	1	-1	-8	1
43	CC[N+](CC)(CC)CCCOC(=O)C(O)(c1ccccc1)C1CCCCC1 (stereo not given)	0.9	16	35	0.7	1	0.8	-7	-3	-9	1.1
44	OC(CCNCCc1c[nH]c2ccccc12)C(F)(F)Cl (stereo not given)	0.6	1	-8	1.1	1	1	0	3	-3	1
45	CCN1CCN(C(=O)Cc2c(C)n(C(=O)c3ccc(Cl)cc3)c3ccc(OC)cc23)CC1	1	13	-10	1.1	1.1	0.9	-2	98*	-10	1
46	O=C(Cc1ccccc1)Oc1cccc(N2C(=O)CCC2=O)c1	1	4	-7	1.1	1	1	-6	1	-9	1.1
47	O=C(CCc1nc(-c2ccccc2F)no1)N1CCC2(CC1)OCCO2	1	3	5	0.9	1.1	1	-7	-7	-14	1.1
48	CN1CCC(n2nccc2N)CC1	0.9	9	-2	1	0.8	0.9	-2	-6	-7	1

The list goes on.
nr	Molecule	PMI act hi M6P	Diaph inh CS	bIAP inh	bIAP act	PMI activator	Diaph act CS	TNAP inh hiacc	L major viab	TNAP inh no acc	TNAP act hiacc
49	O=C(CCn1c(=O)oc2ccccc21)N1CCC2(CC1)OCCO2	1.1	-7	-4	1	1.1	1.1	-5	-2	-11	1
50	CCN1CCN(S(=O)(=O)c2ccc(Cl)nc2)CC1	1	-9	-2	1	1.1	1.1	0	-6	-8	1
51	COc1cccc(N2C(=O)NC(=O)/C(=C/c3ccc4c(c3)Cc3ccccc3-4)C2=O)c1	1.2	18	31	0.7	1.1	0.8	-4	8	-12	1
52	CCOC(=O)c1c(/N=C/C2C(=O)NC(=S)NC2=O)sc(C)c1C	1.1	16	10	0.9	0.9	0.8	3	-4	-10	1
53	Cc1ccccc1CN1CCN(C(=O)Cc2ccccc2)CC1	1	5	-4	1	1	0.9	-7	-6	-8	1.1
54	CCOC(=O)c1c(/N=C/C2C(=O)NC(=S)NC2=O)sc2c1CCC2	2.1*	18	16	0.8	1.6	0.8	1	-4	-23	1
55	CN1CCC(N(C)c2nc(-c3ccccc3)nc3ccccc23)CC1	0.9	-1	-4	1	0.9	1	-4	101*	-7	1
56	O=C(N/N=C\C1C(=O)NC(=S)N(c2ccccc2)C1=O)c1ccc(O)cc1 (stereo not given)	1.7	65*	-3	1	1	0.3	1	-10	-7	1
